hIAP act: human IAP activators, primary screen, biochemical, luminescence, uHTS; purified human IAP, CDP-Star luminescence, 30 min; stronger effect = higher value; 1 = vehicle-only enzyme, 0 = enzyme-free background; activation factor at 10 µM; 330,000 tested, 0.16% active; AID 2524, 2010;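 active means activation factor of the enzyme at least 2-fold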; further: the source names both 10 and 20 µM as test concentration; values of inactives mirror those of a sister screen read the other way
Target sequence (P09923 whole entry, looked up): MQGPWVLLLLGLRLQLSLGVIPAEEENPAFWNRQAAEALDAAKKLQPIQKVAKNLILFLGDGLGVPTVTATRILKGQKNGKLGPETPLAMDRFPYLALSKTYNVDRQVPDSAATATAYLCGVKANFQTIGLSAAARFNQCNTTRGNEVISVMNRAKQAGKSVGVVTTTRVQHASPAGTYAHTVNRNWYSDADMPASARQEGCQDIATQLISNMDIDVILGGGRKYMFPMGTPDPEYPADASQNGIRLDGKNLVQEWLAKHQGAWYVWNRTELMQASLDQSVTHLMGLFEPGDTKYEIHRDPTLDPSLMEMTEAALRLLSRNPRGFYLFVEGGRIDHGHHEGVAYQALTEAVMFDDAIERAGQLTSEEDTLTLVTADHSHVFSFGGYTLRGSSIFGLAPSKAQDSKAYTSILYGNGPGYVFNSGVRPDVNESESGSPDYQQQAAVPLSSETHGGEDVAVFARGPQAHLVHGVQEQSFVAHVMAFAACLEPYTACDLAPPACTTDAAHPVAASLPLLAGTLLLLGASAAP
SENP1 FRET inh: human SENP1 catalytic domain inhibitors, primary screen, biochemical, FRET, uHTS; Sentrin-specific protease 1 (Homo sapiens), Q9P0U3; recombinant SENP1 catalytic domain, CyPet-SUMO1-YPet FRET cleavage; AID 624204, 2012; 360,000 tested, 0.21% active; inhibition, % at 10 µM;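 active means inhibition at least 30% at 10 µM, raw YFP signal under a set limit, fluorescence ratio 0.5 to 1.5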;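 further: 0% = enzyme with DMSO and 100% = no enzyme wells; some results filed as inactive read as strong as hits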
Target sequence (Q9P0U3 419-644 limits assumed): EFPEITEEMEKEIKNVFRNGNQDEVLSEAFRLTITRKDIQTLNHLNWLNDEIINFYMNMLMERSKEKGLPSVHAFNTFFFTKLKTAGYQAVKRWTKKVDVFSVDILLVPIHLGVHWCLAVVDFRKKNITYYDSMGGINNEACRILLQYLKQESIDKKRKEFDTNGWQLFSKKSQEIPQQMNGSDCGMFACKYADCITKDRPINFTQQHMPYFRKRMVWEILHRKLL
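Material – human SENP1 catalytic domain · Input – SENP1 enzyme, 20 pM final · Compound dosing – single concentration of 10 µM compound, 0.5% DMSO final · Timing – enzyme reaction for 50 min at room temperature, dark · Measured by – FRET fluorescence in CFP and YFP emission channels · Control set – no-enzyme wells low, DMSO-plus-enzyme wells high control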
beta cell repl: inducers of MIN6 beta-cell proliferation, primary screen, ATP luminescence, uHTS; MIN6 cells proliferation, ATPlite luminescence, 48 h; cells starved in 0.2% serum; 100% = growth in 10% serum; proliferation, % at 10 µM; 330,000 tested, 0.29% active; AID 2380, 2010;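 active means compounds whose signal lies at least 3.5 SD above the mean of all wells on their plate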;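 further: 0% = DMSO-treated cells in low-serum medium and 100% = 10% serum control; some compounds called inactive have numbers as strong as hits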
A3A deaminase: APOBEC3A ssDNA deaminase inhibitors, primary screen, selectivity assay for APOBEC3G inhibitor project, biochemical, FAM/TAMRA oligo cleavage fluorescence | DNA dC->dU-editing enzyme APOBEC-3A (Homo sapiens), P31941 | recombinant A3A, FAM/TAMRA ssDNA deamination fluorescence | inhibition, % at 20 µM | 330,000 tested, 0.41% active;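 active means at least 40% inhibition at 20 µM here, with at most 30% in a related deaminase screen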;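 further: plate controls were A3A with DMSO for no effect and wells lacking A3A enzyme for full effect; some results filed as inactive read as strong as hits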
Target sequence (P31941 whole entry, looked up): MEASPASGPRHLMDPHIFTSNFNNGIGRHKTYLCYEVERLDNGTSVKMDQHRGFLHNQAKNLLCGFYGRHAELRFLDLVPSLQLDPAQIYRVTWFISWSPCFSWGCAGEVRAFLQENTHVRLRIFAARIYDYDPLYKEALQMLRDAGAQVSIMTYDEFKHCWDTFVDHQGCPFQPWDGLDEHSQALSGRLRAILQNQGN
A3G deaminase: APOBEC3G DNA deaminase inhibitors, primary screen, biochemical, fluorescence, single-stranded DNA substrate, uHTS | inhibition, % at 20 µM | recombinant A3G, ssDNA deamination FAM/TAMRA fluorescence | DNA dC->dU-editing enzyme APOBEC-3G (Homo sapiens), Q9HC16 | 330,000 tested, 0.28% active | AID 493012, 2011;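 active means inhibition of at least 40% at 20 µM, with no more than 30% in the related APOBEC3A deaminase screen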;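 further: plate controls were DMSO wells with A3G for no effect and wells lacking A3G enzyme for full effect; some compounds called inactive have numbers as strong as hits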
NLRP3 yeast inh: NALP3 inflammasome inhibitors in reconstituted yeast, primary screen, luminescence, uHTS. Yeast reconstituted NLRP3/ASC/caspase-1, beta-gal luminescence, 24 h. inhibition, % at 10 µM. 330,000 tested, 0.39% active. AID 2825, 2010;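 active means inhibition of 50% or more; inactive means inhibition below 50%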;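 further: plate controls were induced DMSO wells for no effect and uninduced yeast grown without galactose for full effect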
mIAP act: activators of mouse IAP, primary screen, biochemical, luminescence, uHTS. activation factor at 10 µM. 330,000 tested, 0.24% active. AID 2805, 2010. muIAP, CDP-Star luminescence, 30 min; stronger effect = higher value; 1 = vehicle-only enzyme signal, 0 = enzyme-free wells. intestinal alkaline phosphatase [Mus musculus];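 active means activation factor of at least 2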; further: the source names both 10 and 20 µM as test concentration; values of inactives mirror those of a sister screen read the other way
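Assay system: mouse IAP enzyme; reagent: chemiluminescent substrate CDP-Star; dosing: test compounds delivered from DMSO solution; schedule: 30 min at room temperature; measured by: luminescence from enzymatic CDP-Star hydrolysis; controls: DMSO-only wells and no-enzyme negative control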
mIAP inh: inhibitors of mouse IAP, primary screen, biochemical, luminescence, uHTS; intestinal alkaline phosphatase [Mus musculus]; inhibition, % at 10 µM; 330,000 tested, 0.2% active; AID 2806, 2010; purified mouse IAP, CDP-Star luminescence, 30 min;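 active means inhibition of at least 40% at 10 µM in the primary screen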;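 further: plate controls were DMSO with enzyme for no effect and no enzyme wells for full effect; values of inactives mirror those of a sister screen read the other way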
hIAP block: human IAP inhibitors, primary screen, biochemical, luminescence, uHTS. Intestinal-type alkaline phosphatase (Homo sapiens), P09923. purified IAP, CDP-Star luminescence, 30 min. inhibition, % at 10 µM. 330,000 tested, 0.12% active. AID 2544, 2010;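 active means inhibition reaching a set limit with compound at 10 µM in the primary screen, cut at about 35% in these data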;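 further: plate controls were DMSO wells with enzyme for no effect and no-enzyme buffer wells for full effect; values of inactives mirror those of a sister screen read the other way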
* marks the source's active call; other numbers are inactive results; · = no result given; & = joins results of further samples. Only part of the results is shown (hit frequency here may not be typical).

SMILES	hIAP act	SENP1 FRET inh	beta cell repl	A3A deaminase	A3G deaminase	NLRP3 yeast inh	mIAP act	mIAP inh	hIAP block
Cc1cccc(-n2c(N)cc(=O)nc2SCC(=O)NC2CCCCC2)c1	1.2	0	2	-2	-5	11	1	0	-15
CC(C)(C)c1cc[n+](C2=C([O-])c3ccccc3C(=O)/C2=N\S(=O)(=O)c2ccccc2)cc1	0.9	3	-6	-4	-3	26	1.1	-5	10
Cc1ccccc1OCc1nc2ccccc2c(=O)n1/N=C/c1ccco1	1.2	2	6	-1	1	18	0.98	2	-18
CCCCc1c(O)nc(SCC(=O)c2ccccc2)[nH]c1=O	0.84	5	-4	-5	-5	12	0.92	8	16
O=C(N/N=C/c1ccccc1[N+](=O)[O-])c1ccc(COc2ccccc2-c2ccccc2)cc1	0.98	1	0	2	-2	30	0.9	10	2
O=C(NCCCN1CCCC1=O)c1ccc2c(c1)OCO2	0.94	-2	3	2	1	3	1	-4	6
CC(=O)Nc1ccc(NC(=S)NC(=O)/C=C/c2ccco2)cc1	1.1	-1	0	1	1	7	0.87	13	-10
COc1cc2c(cc1OC)C(COc1cccc(C(F)(F)F)c1)NCC2 (configuration not stated)	1.3	6	-8	-1	0	24	1	-2	-32

Going on with the list.
SMILES	hIAP act	SENP1 FRET inh	beta cell repl	A3A deaminase	A3G deaminase	NLRP3 yeast inh	mIAP act	mIAP inh	hIAP block
CCOC(=O)c1[nH]c2ccc(F)cc2c1NC(=O)CCN1CCSCC1	1.6	2	-2	-1	-3	18	0.96	4	-56
COc1c(C)cc(C(=O)C2CCCN(C(=O)CCCn3cncn3)C2)cc1C (configuration not stated)	1.1	1	-2	-1	-4	21	1.1	-8	-8
CC(C)CCNC(=O)CNC(=S)N(Cc1ccccc1)Cc1cccnc1	1.1	-2	-3	0	1	6	0.94	6	-5
N#C/C(=C(/O)c1ccco1)c1nc2ccccc2s1	1.1&1	-32&-1	-3&-2	-5&-1	-6&-1	-5&-13	1.1&1.1	-11&-9	-8&-4
COc1ccc(N(CC(=O)N2CCN(c3ccccc3F)CC2)S(=O)(=O)c2c(C)noc2C)cc1	1.3	1	-2	-3	-6	10	0.92	8	-32
CC(=O)c1ccc(NC(=O)CSc2nc(C3CC3)nc3ccccc23)cc1	0.96	2	1	2	-4	21	0.89	11	4
CC(NC(=O)c1cc([N+](=O)[O-])cc([N+](=O)[O-])c1)C1CC2CCC1C2 (configuration not stated)	0.89	3	-2	-1	-6	38	0.92	8	11
CCOC(=O)C1(Cc2cccc(Cl)c2)CCCN(C(=O)c2cc(CC)on2)C1 (configuration not stated)	1.2	-1	-3	-4	-6	18	0.92	8	-21

(listing goes on)
SMILES	hIAP act	SENP1 FRET inh	beta cell repl	A3A deaminase	A3G deaminase	NLRP3 yeast inh	mIAP act	mIAP inh	hIAP block
Fc1ccccc1CN1CCC(Cc2ccccc2)CC1	1.4	0	-1	-4	-5	16	0.81	19	-36
Cc1nc([N+](=O)[O-])c(C(=O)OCc2ccccc2)n1C	0.94	1	-3	1	-7	1	0.94	6	6
CCC1CCCCN1CCN1C(=O)C2C(C(=O)Nc3cccc(OC)c3)C3C=CC2(O3)C1C(=O)NC1CCCCC1 (configuration not stated)	1	-1	-1	-3	-6	16	1	-1	0
COC(=O)c1[nH]c2cc(OC)ccc2c1NC(=O)CCN1CCCC(C)(C)C1	0.87	1	-4	3	-2	-10	0.97	2	13
O=C(Nc1ccc2nc3n(c(=O)c2c1)CCCC3)c1ccccc1[N+](=O)[O-]	0.87	3	-1	1	-5	-1	0.99	1	13
O=C(Oc1ccc(Br)cc1)c1cncc(Br)c1	0.83	4	-4	-4	-5	11	1	-3	17
O=C(COc1ccccc1)Nc1c2c(nn1-c1ccccc1)CS(=O)C2 (configuration not stated)	0.88	2	-2	-6	4	14	1.1	-6	12
Cc1noc(C)c1COc1cccc(C(=O)Nc2cccnc2)c1	1.1	1	4	1	-8	12	0.88	12	-5

Next compounds.
SMILES	hIAP act	SENP1 FRET inh	beta cell repl	A3A deaminase	A3G deaminase	NLRP3 yeast inh	mIAP act	mIAP inh	hIAP block
Cc1c(NC(=O)c2cccc(NC(=O)COc3ccccc3C#N)c2)c(=O)n(-c2ccccc2)n1C	1.2	-1	-6	22	10	8	1.1	-8	-21
COc1ccc(CCNC(=O)c2nnn(-c3cc(C)cc(C)c3)c2N)cc1OC	1	0	0	-2	-9	13	1	-4	0
Nn1cc(-c2ccccc2)nc1SCC(=O)NC1CCS(=O)(=O)C1 (configuration not stated)	1.1	0	-2	2	3	9	0.94	6	-13
CCCc1cc(C(=O)O)c2ccccc2n1	0.75	1	-3	1	-5	3	0.94	6	25
COCCn1c(SCC(=O)NC(=O)Cc2ccccc2)nc2ccccc2c1=O	1.2	4	1	1	-1	1	0.9	10	-18
CCN1CC(CN(C)Cc2nc(-c3ccc(C(F)(F)F)cc3)oc2C)CC1=O (configuration not stated)	0.98	-4	-1	2	1	-10	1.1	-5	2
CCCCc1nc(N2CCN(C(=O)c3ccco3)CC2)c(C#N)c2c1CCCC2	1.1	-1	-7	0	-3	11	1.1	-7	-12
O=C(CCC(=O)Nc1cccc(C(F)(F)F)c1)NCC1CCCO1 (configuration not stated)	1	2	-2	-2	-3	19	1	-3	-4

Following part
SMILES	hIAP act	SENP1 FRET inh	beta cell repl	A3A deaminase	A3G deaminase	NLRP3 yeast inh	mIAP act	mIAP inh	hIAP block
CCOC(=O)N1CCN(C/C(Cl)=C/c2ccccc2)CC1	1.1	2	-2	-5	-9	24	1.1	-9	-6
CCCSc1nnc(C(C)C)n1N	1	-2	-1	0	-2	6	0.97	3	-2
CCN1C(=O)[C@H]2[C@H]3CN=C(SCc4ccc(C)cc4)N3[C@@](C)(C(=O)OC)[C@H]2C1=O	·	2	·	1	3	·	1	-4	·
Cc1[nH]c2ccccc2c1C(=O)NS(=O)(=O)Nc1ccc(Cl)cc1	0.97	-6	0	-1	-4	0	1	0	3
COc1ccc(N2CCN(c3n[nH]c(N)n3)CC2)cc1	1	2	0	-2	3	18	0.94	6	-2
CSc1nsc(SC)c1NC(=O)OCCc1ccccn1	0.98	-1	-2	1	-7	14	0.59	41*	2
COc1ccc(C(=O)N2CC3(CC(c4cccc([N+](=O)[O-])c4)=NO3)C[C@H]2C(=O)NCC(N)=O)cc1 (some centres not stated)	0.91	2	0	-4	-3	14	1.1	-7	9
CCCOc1ccc(C2C(=O)N(C3CCCCC3)CC(=O)N2C2CC2)cc1OC (configuration not stated)	0.86	-1	2	-2	-6	2	0.95	4	14

Next section
SMILES	hIAP act	SENP1 FRET inh	beta cell repl	A3A deaminase	A3G deaminase	NLRP3 yeast inh	mIAP act	mIAP inh	hIAP block
O=C(Nc1cccc(S(=O)(=O)C(F)F)c1)c1ccc(S(=O)(=O)N2CCCCC2)cc1	0.96	2	-1	5	-1	-1	0.95	5	4
COc1cc(S(=O)(=O)N2CCN(Cc3ccc4c(c3)OCO4)CC2)c(C)cc1C	0.95	1	-6	-3	-5	9	0.91	9	5
CC/S(C)=N/S(=O)(=O)c1ccc(C)cc1 (configuration not stated)	1.1	1	-1	-5	-7	-4	1.1	-6	-6
O=C(N/N=C/c1cc(Br)ccc1O)c1ccncc1	1.6	-31	-4	6	-1	19	0.84	16	-56
CC1(C)SC(=S)N(NC(=O)Nc2cccc3ccccc23)C1N(O)C(=O)Nc1ccccc1 (configuration not stated)	1	1	0	0	-5	7	0.85	14	-1
O=C(NNC(=S)NC(=O)c1ccccc1[N+](=O)[O-])c1ccccc1[N+](=O)[O-]	1.6	0	-1	-2	3	16	0.76	24	-56
O=C(CN1C(=O)COc2ccccc21)N1CCCC1	0.85	2	-3	-3	-4	1	0.98	2	15
CCCC(=O)Nc1nc2c(C)c(Cl)ccc2s1	0.88	2	-1	1	9	29	1.1	-12	12

Other records:
SMILES	hIAP act	SENP1 FRET inh	beta cell repl	A3A deaminase	A3G deaminase	NLRP3 yeast inh	mIAP act	mIAP inh	hIAP block
CCN(CCCNC(=O)CCn1c(=S)[nH]c2cc3c(cc2c1=O)OCO3)c1cccc(C)c1	1.4	-1	-2	-2	2	22	0.94	6	-42
COc1ccccc1NC(=O)CSc1nnc(C2CCCCC2)n1N	1.2	1	-3	-4	-7	9	0.96	4	-17
CCn1cc(-c2cc(C(=O)O)c3ccccc3n2)cn1	1.1	1	-4	-1	-7	15	1	-5	-8
Cn1ccnc1-c1ccc(-c2nccn2C)cc1	0.93	2	0	-3	-7	4	0.97	3	7
O=C(/C=C/c1cccc(Br)c1)N1CCN(c2cccc(C(F)(F)F)c2)CC1	1	1	-2	-3	-4	5	0.83	17	-1
CCC(CC)NC(=O)Nc1ccc(F)c(Cl)c1	0.76	2	1	5	-2	-10	1.4	-38	24
Cc1ccc(CNC(=O)C2CCC(CNc3c(N4CCC(C)CC4)c(=O)c3=O)CC2)cc1 (configuration not stated)	1.1	3	1	-3	-5	9	1	-5	-8
O=C1CCN(CCc2ccccc2)CCN1CCSc1ccc(Br)cc1	1.1	1	-5	0	-7	45	1.1	-7	-6
O=C(Nc1ccccc1)Nc1nc(-c2ccc(F)cc2)cs1	0.95	3	1	-1	-5	6	2.5*	-153	5

Compound activity as filed in PubChem BioAssay.
